Growth percent in the NCI-60 one-dose screen (48 h, 10 µM unless noted): 100 = growth as untreated, 0 = no growth, -100 = all killed.
U251: U251 CNS tumor cells; hit rate 5.4% among 80,000
TK-10: TK-10 renal cancer cells; hit rate 3.9% among 81,000; AID 1794769
786-0: 786-0 renal cancer cells; hit rate 5.1% among 81,000
SF-295: SF-295 CNS cancer cells | hit rate 5.6% among 79,000 | AID 1794758
UO-31: UO-31 renal cancer | hit rate 5.2% among 81,000
SF-268: SF-268 CNS cancer cells. hit rate 3.1% among 82,000
SN12C: SN12C renal cancer cells; hit rate 3.8% among 81,000
CAKI-1: CAKI-1 renal cancer; AID 1794772; hit rate 4.7% among 75,000
* hit, by the source's call; / = no result given; & = joins results of further samples. Rule for the calls: active = growth percent below 10; inactive = the rest.

The opening two entries, to show the layout:
molecule,U251,TK-10,786-0,SF-295,UO-31,SF-268,SN12C,CAKI-1
CCCN1C(=O)CSC1=Nc1ccc2cc3ccc(N=C4SCC(=O)N4CCC)cc3nc2c1,37,57,8.4*,23,/,63,75,36
O=S(=O)(O)c1cc(I)c(O)c(I)c1,99,101,91,104,65,99,94,100

This part in full, previewed entries included:
molecule,U251,TK-10,786-0,SF-295,UO-31,SF-268,SN12C,CAKI-1
CCCN1C(=O)CSC1=Nc1ccc2cc3ccc(N=C4SCC(=O)N4CCC)cc3nc2c1,37,57,8.4*,23,/,63,75,36
O=S(=O)(O)c1cc(I)c(O)c(I)c1,99,101,91,104,65,99,94,100
Cn1c2c(c3cc(Cl)ccc31)-n1cccc1C2=O,100,121,97,106,95,112,98,111
COc1cc(NC(=O)c2cc(O)c(CC=C(C)C)c(O)c2)cc2c1O[C@]1(C)CC[C@@H](O)C(C)(C)[C@H]1C2,13,56,1.2*,-50*,-12*,42,65,20
NC(=O)c1sc2nc(-c3cnccn3)cc(-c3cccs3)c2c1N,104,105,89,107,81,93,96,95
COc1ccc2[nH]c(C)cc2c1C,97,94,101,101,97,107,/,97
CC(=O)O[C@@H]1C[C@]2(C)[C@H]3[C@H](O)C[C@@H]4C5=CC(C)(C)CC[C@]5(C)CC[C@@]4(C)[C@]3(C)CC[C@H]2C(C)(C)[C@H]1O,98,104,99,104,84,101,100,/
Cc1cc(Nc2nc(O)c(/C=C3\C=Nc4ccccc43)s2)no1,100,166,104,107,98,102,98,103
N#Cc1cnn(-c2cc(=O)[nH]c3ccc(Cl)cc23)c1N,103,113,95,100,61,99,97,85
COC(=O)c1ccc(Cl)c2c1C1C=CCC1C(c1cccc3ccccc13)N2 (stereo not given),90,88,96,/,91,104,95,/
FC(F)(F)c1cccc(-n2nnc3cnc(Nc4ccc(N5CCCCC5)cc4)nc32)c1,63,97,25,94,100,55,91,73
O=C(/C(=N/O)[n+]1ccccc1)c1ccccc1,93,86,112,110,86,98,109,94
O=C(Nc1ccc(SC(F)(F)F)cc1)Nc1ccc(Cl)c(Cl)c1,86,96,84,98,86,85,100,/
CCC(=O)OC1=C(C)SC2=NC(c3ccc(Cl)cc3)=CC(c3ccc(Cl)cc3)N21 (stereo not given),95,95,94,/,104,114,102,103
CCCCCCCCN(CCCCCCCC)CC(O)c1cc(Cl)c(Cl)cc1C (stereo not given),87,111,96,101,77,90,/,92
CN(C)C(=O)C1CC=CCC1C(=O)N(C)C (stereo not given),98,112,102,87,92,105,104,88
O=c1[nH]c(O)c(/C=N/C(=S)Nc2ccccc2)c(=O)[nH]1,105,99,95,98,84,88,107,96
CCOC(=O)CC1CSC(N/N=C/c2ccc(N(C)C)cc2)=N1 (stereo not given),95,91,96,97,87,100,102,96
CCCC(=O)Oc1ccc(C2(c3ccc(OC(=O)CCC)cc3)OC(=O)c3ccccc32)cc1,107,114,106,100,92,98,113,104
N#Cc1nc2c(S(=O)(=O)c3ccccc3)c(N)n(Cc3cccnc3)c2nc1C#N,76,99,106,93,58,52,138,96

2 entries picked at random from those above, as already listed:
molecule,U251,TK-10,786-0,SF-295,UO-31,SF-268,SN12C,CAKI-1
FC(F)(F)c1cccc(-n2nnc3cnc(Nc4ccc(N5CCCCC5)cc4)nc32)c1,63,97,25,94,100,55,91,73
O=C(Nc1ccc(SC(F)(F)F)cc1)Nc1ccc(Cl)c(Cl)c1,86,96,84,98,86,85,100,/

Carrying on:
molecule,U251,TK-10,786-0,SF-295,UO-31,SF-268,SN12C,CAKI-1
Cc1cc(C)c(C)c(CN(C)C)c1,104,99,100,115,102,113,100,105
Nc1ncc2c(n1)-c1cccn1CC2,104,104,101,100,90,99,102,95
CN1CCN(c2nc(-c3ccccn3)nc3sc4c(c23)CCCCCC4)CC1,92,/,90,86,67,102,97,80
CCOC(=O)c1cnc(=O)[nH]c1N,98,97,99,108,92,97,100,101
O=C1N(c2ccccc2)C(=S)N[C@]12[C@H](c1ccccc1)C1CCCN1[C@]21C(=O)NC2C=CC(Cl)=C[C@H]21 (stereo not given in full),85,113,97,103,71,101,98,/
CC(CO)C1CCCCC1 (stereo not given),102,87,101,100,83,95,100,95
COc1ccccc1CN1C(=O)C2C/C(=C\N(C)C)C(=O)N2C1N(C)C (stereo not given),89,103,99,90,94,94,92,86
Nc1ccc(C(=O)Nc2ccc(NC(=O)c3ccco3)c(O)c2)cc1,107,121,100,106,107,111,101,/
Nc1ccc(C(=O)O)c(C(=O)O)c1,96,104,100,97,86,102,94,94
Cc1ccc(-n2nc(C(C)(C)C)cc2NC(=O)NCc2cc(F)ccc2Oc2ccc3c(cnn3CCO)c2)cc1,31,4.8*,29,27,-6.1*,35,20,20
C=CCOC1=C(c2ccccc2)C(c2ccc(OC)cc2)N(Cc2ccc(OC)cc2OC)C1=O (stereo not given),80,84,79,68,53,88,81,76
O=c1[nH]c2ccc(Cl)cc2c2c1C(c1ccc(Cl)cc1)c1c(ncn3nc(-c4ccco4)nc13)O2 (stereo not given),97,115,/,97,91,94,97,78
Cc1ncc2c(n1)NC(=O)NC2,98,106,110,/,88,/,107,100
COc1ccc2nc([C@H]3C[C@@H]3c3cc(OC)c4c(c3)OCO4)[nH]c2c1,95,116,102,101,66,102,95,96
COc1ccccc1CNC(=O)CCn1c(=O)[nH]c2ccsc2c1=O,101,106,103,97,102,107,101,106
C=C1C(=O)O[C@H]2[C@H]1CC/C(C=Nc1c(N)cc(C(F)(F)F)cc1Br)=C\CC[C@@]1(C)O[C@@H]21,26,-27*,-42*,83,-72*,28,-22*,/
COC(=O)c1ccccc1I,97,110,94,100,87,103,93,102
CN(C)C(=S)Sc1nsc(SC(=S)N(C)C)n1,99,92,96,100,73,104,101,106
CC(=O)Nc1cccc(Nc2nc(NCc3ccccc3)c3ccccc3n2)c1,-76*,-97*,-89*,-99*,-98*,-73*,-90*,-95*
CN1CCc2c(sc3ncnc(N/N=C/c4cn(-c5ccccc5)nc4-c4ccc(Br)cc4)c23)C1,45,92,66,73,/,67,14,84

The list continues:
SMILES | U251 | TK-10 | 786-0 | SF-295 | UO-31 | SF-268 | SN12C | CAKI-1
Oc1ccccc1C1=NC(c2ccccc2)NC(c2ccccc2)C1 (stereo not given) | 92 | 100 | 91 | 105 | 88 | 90 | 100 | 98
Cc1ccc2c(Cl)cc(Cl)c(O)c2n1 | 103 | 90 | 99 | 99 | 80 | 100 | 85 | 92
Cc1ccc(N2CCN(CC(O)COc3ccccc3)CC2)cc1 (stereo not given) | 105 | 112 | 109 | 115 | 88 | 104 | 101 | 99
CN1C(=O)C2(SCC(C(=O)NC(C)(C)C)N2C(=O)C2CCCCC2)c2cc(F)ccc21 (stereo not given) | 95 | 108 | 94 | 97 | 87 | 94 | 97 | /
O=C(Nc1ccc(-c2ccc3c(c2)NC(=O)/C3=C\c2ccc[nH]2)cc1)Nc1ccc(Cl)c(C(F)(F)F)c1 | 38 | 42 | 49 | 38 | 36 | 46 | 19 | 39
CCOC(=O)c1ccc(NC(=O)CSc2nc3ccccc3c(=O)n2CCc2ccccc2)cc1 | 72 | 100 | 95 | 76 | 91 | 67 | 87 | 81
CC(C)(C)c1ccc(S(=O)(=O)/N=C(\N)Nc2nc3ccccc3s2)cc1 | 96 | 106 | 102 | 96 | 56 | 91 | 92 | 83
COc1ccc2oc(=O)cc(Cn3cc(Cn4cnc5c4c(=O)n(C)c(=O)n5C)nn3)c2c1 | 101 | 100 | 98 | 102 | 83 | 100 | 96 | 95
C#CCOc1ccc(C=O)cc1 | 103 | 90 | 95 | 98 | 99 | 97 | 114 | 98
COC(=O)C1(C)CCC[C@]2(C)[C@H]3C[C@H]4C(C(C)C)=C[C@]3(CC[C@@H]12)[C@@H]1C(=O)CC[C@H](OC(=O)c2ccco2)[C@@H]14 (stereo not given in full) | 76 | 103 | 86 | 96 | 74 | 85 | 87 | 67
Cc1c(C(=O)NCCCC(=O)NO)sc2ncnc(Nc3ccc(Cl)cc3)c12 | 103 | 152 | 83 | 101 | 82 | 97 | 100 | 93
CC(C)(C)c1nn(-c2ccccc2)c2nc3c(nc12)c(=O)oc1ccccc13 | 96 | 109 | 102 | 87 | 105 | 102 | 104 | 100
Cn1c(=O)c2c(ncn2CCn2cc(COc3nc(OCc4cn(CCn5cnc6c5c(=O)n(C)c(=O)n6C)nn4)nc(OCc4cn(CCn5cnc6c5c(=O)n(C)c(=O)n6C)nn4)n3)nn2)n(C)c1=O | 93 | 85 | 100 | 99 | 86 | 102 | 104 | 99
COc1ccc(C(=O)c2cc(OC)c(OC)c(OC)c2)cc1/C=C/C(=O)c1ccc(OC)c(OC)c1 | 26 | 64 | 56 | -46* | 26 | 17 | 42 | /
CC(=O)c1ccc(NC(=O)c2cc(-c3ccccc3Cl)oc2C)cc1 | 100 | 139 | 101 | 91 | 103 | 107 | 104 | 100
CCOC(=O)C(NC(C)=O)/C(C)=N\Nc1ccc([N+](=O)[O-])cc1[N+](=O)[O-] (stereo not given) | 98 | 95 | 108 | 99 | 87 | 97 | 111 | 102
Cc1cc(N)cc(C)c1-c1c(Br)cc(N)cc1Br | 22 | 22 | 27 | -14* | 36 | 41 | 48 | 35
COc1cccc(/C=C2\C=C(c3ccccc3)N(CCc3ccccc3)C2=O)c1 | 98 | 100 | 102 | 86 | 85 | 95 | 83 | 88
CCOC(=O)C(O)c1ccccc1 (stereo not given) | 104 | 98 | 91 | 102 | 96 | 99 | 102 | 94
O=C1CC(c2ccsc2)C2=C(O1)C(=O)c1ccccc1C2=O (stereo not given) | 108 | 106 | 105 | 97 | 76 | 97 | 103 | 89
Cc1ccc(S(=O)(=O)N/N=C\c2cc(Cl)ccc2O)cc1 | 90 | 88 | 74 | 92 | 84 | 95 | 101 | 74
COC(=O)C(c1ccccc1)C(O)c1ccccc1 (stereo not given) | 98 | 86 | 101 | 97 | 94 | 101 | 96 | /
COc1ccc(C(=O)NNC(=O)c2ccc3ccccc3c2)cc1 | 99 | 93 | 92 | 118 | 110 | 110 | 111 | 114
CN1CCN(Cc2ccc(NC(=O)c3cncc(C#Cc4cnn5ccccc45)c3)cc2C(F)(F)F)CC1 | 7.2* | 7.7* | 4.3* | 21 | -9.3* | -33* | -1.1* | -9.1*
Nc1ccn(C2OC(CCl)C(O)C2O)c(=O)n1 (stereo not given) | 93 | 96 | 100 | 100 | 82 | 97 | 99 | 99
O=C1CN2NC(=O)c3ccccc3N=C2N1 | 100 | / | 100 | 96 | 86 | 106 | 98 | 104
Cc1nn(-c2ccccc2)c2nc(C)n(/N=C/c3ccccc3O)c(=O)c12 | / | 101 | 97 | 93 | 78 | 91 | 91 | 86
CC(C)c1ccc(-c2cnc3nonc3n2)cc1 | 66 | 48 | 11 | 49 | 41 | 62 | 26 | 61
CN(C)C(C)(CO)CO | / | 95 | 107 | 106 | 85 | 108 | 101 | 97
COc1ccc(N2C(N)=C(C#N)C(c3ccc([N+](=O)[O-])cc3)C3=C2CC(C)(C)CC3=O)cc1OC (stereo not given) | 102 | 120 | 104 | 99 | 78 | 111 | 106 | 94
O=C(Nc1ccc(Cl)cc1)Nn1cnc2ccccc21 | 99 | 100 | 92 | 80 | 81 | 122 | 102 | 66
COC(=O)c1cc(N=C2NC(=O)/C(=C/c3ccc(C(C)C)cc3)S2)ccc1O | 91 | 91 | 93 | 93 | 75 | 93 | 94 | 90
CC(=O)Nc1ccc(-n2cnc3cc(-c4ccc(OCCN5CCCCC5)cc4)ccc32)cc1 | 44 | 146 | -41* | 97 | 56 | 84 | 67 | 84
COc1cc(-c2nnc(-c3c(-c4ccc(F)cc4)nc4ccccn34)o2)cc(OC)c1OC | 60 | 90 | 65 | 75 | 63 | / | 68 | 91
O=CCCCC(O)C=O (stereo not given) | / | 104 | 98 | / | 81 | 106 | 98 | 101
O=C(Nc1ccc(Cl)cc1)c1cc2c(cc1O)[nH]c1ccccc12 | 22 | 4.8* | 6.5* | -43* | 40 | 34 | 20 | 10
CCN(CC)c1ccc(N=O)cc1 | 43 | 47 | 92 | 93 | 26 | 59 | 56 | -13*
S=c1[nH]nc(-c2ccc(-n3nc(-c4ccccc4)c4ccccc43)cc2)o1 | 90 | 113 | / | 95 | 88 | 95 | 95 | 103
COc1cc(CNC(=O)C2CSC3c4ccccc4C(=O)N23)cc(OC)c1OC (stereo not given) | 104 | 103 | 91 | 107 | 84 | 105 | 99 | 95
O=C1OCC2=C1C(c1cccc(Br)c1)c1cc3c(cc1N2CCO)CCC3 (stereo not given) | 5.7* | 63 | 19 | -9.3* | 34 | 14 | 21 | 21
COc1ccc2oc(=O)cc(Cn3cc(Cn4c(C)cc(=O)n(Cc5cn(Cc6cc(=O)oc7ccc(OC)cc67)nn5)c4=O)nn3)c2c1 | 110 | 116 | 106 | 101 | 82 | 101 | 96 | 95
O=C1/C(=C/c2ccc(Br)cc2)Oc2cc(O)ccc21 | 94 | 97 | 104 | 102 | 88 | 101 | 96 | 98
CN(Cc1ccccc1)c1nc(Cl)c(C2CC(c3ccccc3)=NN2C=O)s1 (stereo not given) | 91 | 96 | 74 | 98 | 76 | 100 | 91 | 80
CCC(C)(C)NCCCCCNc1cc(OC)cc2cccnc12 | 94&100 | 104 | 84&102 | 97&109 | 83&66 | 89&94 | 99&104 | 87&98
CC1(C)CCCC2(C)C1CCC1(C)OC(=O)CCC12 (stereo not given) | 96 | 104 | 105 | 98 | 98 | 100 | 102 | 98
CCC(C)c1ccc(OCC(C)OC(=O)C(C)C)cc1 (stereo not given) | 85 | 89 | 101 | 101 | 99 | 104 | 107 | 96
c1csc(CSc2nnc(SCc3cccs3)s2)c1 | 111 | 107 | 112 | 118 | 98 | 117 | 105 | 89
O=C(CN1CCN(CCN2C(=O)c3cccc4cccc(c34)C2=O)CC1)Nc1nc2ccccc2s1 | 88 | 94 | 90 | 90 | 73 | 82 | 96 | 85
C=C[C@@]1(C)CC(=O)[C@@]2(O)[C@](C)(O1)[C@@H](OC(C)=O)[C@@H](O)C1C(C)(C)CC[C@H](O)[C@@]12C (stereo not given in full) | 91 | 42 | 84 | 104 | 63 | 88 | 50 | 59
O=[N+]([O-])c1ccc(SN2CCCCC2)c([N+](=O)[O-])c1 | / | 114 | 105 | 86 | 82 | 106 | 99 | 71
CCN1CC(=O)N(C)C1=S | 96 | 104 | 101 | 91 | 82 | 108 | 99 | 98
